Bioassay records: PubChem, several laboratories
CAL PDZ FP-1: inhibitors of human CAL PDZ peptide binding | AID 504414 | inhibition, % at 20 µM | Q9HD26 | hit rate 0.02% among 330,000 | purified CAL PDZ, TMR-peptide fluorescence polarization, 1 h;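 active = highest replicate inhibition of at least 40%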;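 note: plate controls were DMSO neutral control wells for no effect and unlabeled competitor peptide control wells for full effect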
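System: tagged CAL PDZ domain. Schedule: 1 h room-temperature incubation prior to read. Signal: fluorescence polarization (mP). Measure: percent inhibition from loss of millipolarization.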
Pemphigus Ab inh: blocks pemphigus antibody binding to human desmoglein-3. DSG3-coupled beads, scFv-anti-DSG3-GFP binding, flow cytometry; hits give low values. binding (percent of control), % at 10 µM. hit rate 0.48% among 310,000;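 active = binding more than 3 SD below its plate's average and above zero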;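 note: hits lower antibody fragment binding to DSG3; some compounds called inactive have numbers as strong as hits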
RTF Ca sens inh: cardiac RTF calcium desensitization; inhibition, % at 7.15 µM; P19429+P45379; IANBD-labeled cardiac RTF, Ca2+ fluorescence; hit rate 0.12% among 340,000;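 active = inhibition above the mean inhibition of all tested compounds plus 3 SD, cut at about 17% in these data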;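 note: assay run at fixed EC70 calcium of 1.6 mM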
CAL PDZ FP-2: blocks peptide binding to the human CAL PDZ domain; purified CAL PDZ, TMR-peptide fluorescence polarization, 1 h; AID 602252; Q9HD26; hit rate 0.92% among 300,000; inhibition, % at 24.9 µM;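 active = mean inhibition of at least 30% with at least half of replicates also reaching 30%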;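 note: 0% = DMSO neutral control and 100% = excess unlabeled competitor peptide PRC23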
Keap1 Nrf2 FP: inhibitors of human Keap1-Nrf2 protein-protein interaction; Q14145; Keap1 Kelch-Nrf2 peptide fluorescence polarization, 1536-well; inhibition, % at 9.4 µM; hit rate 0.15% among 340,000; AID 504523; in the data active = inhibition above about 12%;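 note: human Keap1 Kelch domain with fluorescein labeled Nrf2 9mer peptide probe; 0% = neutral control wells and 100% = peptide positive control; higher means more block of Keap1 binding to Nrf2 peptide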
Arr AP2 block: blocks beta-arrestin peptide binding to AP2 adaptin. FITC-arrestin peptide / GST-AP2 beads, flow cytometry; AP2 beta2 appendage carries R879A mutation. inhibition, % at 10 µM. hit rate 0.31% among 340,000. AID 504490;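 active = inhibition above a set limit, near 3 SD of compounds lacking own fluorescence, cut at about 54% in these data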;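 note: plate controls were DMSO wells for no effect and 5 µM unlabelled arrestin peptide for full effect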
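Material – AP2 appendage R879A on GSH beads · Buffer or medium – PBS with 0.05% Tween 20 and 0.1% BSA · Probe or stimulus – fluorescein-tagged arrestin peptide at 50 nM final · Incubation – compound with beads 12 min RT, then probe 1 h RT · Detection – high-throughput flow cytometry of beads, ex 488, em 535 nm · Evaluation – percent response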
DAGLB inhibitor: blocks human DAGLB lipase activity. Q8NCG7. HEK293T DAGLB membrane lysate, EnzChek fluorogenic substrate. inhibition, % at 5.17 µM. hit rate 0.059% among 340,000. AID 504411; in the data active = inhibition above about 34%;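 note: 0% = enzyme with vehicle and 100% = wells lacking enzyme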
V-ATPase pH: yeast V-ATPase proton transport regulation by pHLuorin. S. cerevisiae, pHLuorin cytosolic pH fluorescence. response, % at 10 µM. hit rate 0.37% among 350,000; in the data active = response mostly above about 7.3%, no sharp cut-off; inactive = mostly below about 5.4%; note: actives read high; inactives centre near 0; some compounds called inactive have numbers as strong as hits; reference of the scale not given here
NSD2 inh: NSD2 (human) methyltransferase inhibition; hit rate 0.54% among 310,000; O96028; inhibition, % at 12.5 µM; NSD2 peptide methylation, AlphaScreen, 120 min; in the data active = inhibition above about 50%
Target sequence (O96028 whole entry, looked up): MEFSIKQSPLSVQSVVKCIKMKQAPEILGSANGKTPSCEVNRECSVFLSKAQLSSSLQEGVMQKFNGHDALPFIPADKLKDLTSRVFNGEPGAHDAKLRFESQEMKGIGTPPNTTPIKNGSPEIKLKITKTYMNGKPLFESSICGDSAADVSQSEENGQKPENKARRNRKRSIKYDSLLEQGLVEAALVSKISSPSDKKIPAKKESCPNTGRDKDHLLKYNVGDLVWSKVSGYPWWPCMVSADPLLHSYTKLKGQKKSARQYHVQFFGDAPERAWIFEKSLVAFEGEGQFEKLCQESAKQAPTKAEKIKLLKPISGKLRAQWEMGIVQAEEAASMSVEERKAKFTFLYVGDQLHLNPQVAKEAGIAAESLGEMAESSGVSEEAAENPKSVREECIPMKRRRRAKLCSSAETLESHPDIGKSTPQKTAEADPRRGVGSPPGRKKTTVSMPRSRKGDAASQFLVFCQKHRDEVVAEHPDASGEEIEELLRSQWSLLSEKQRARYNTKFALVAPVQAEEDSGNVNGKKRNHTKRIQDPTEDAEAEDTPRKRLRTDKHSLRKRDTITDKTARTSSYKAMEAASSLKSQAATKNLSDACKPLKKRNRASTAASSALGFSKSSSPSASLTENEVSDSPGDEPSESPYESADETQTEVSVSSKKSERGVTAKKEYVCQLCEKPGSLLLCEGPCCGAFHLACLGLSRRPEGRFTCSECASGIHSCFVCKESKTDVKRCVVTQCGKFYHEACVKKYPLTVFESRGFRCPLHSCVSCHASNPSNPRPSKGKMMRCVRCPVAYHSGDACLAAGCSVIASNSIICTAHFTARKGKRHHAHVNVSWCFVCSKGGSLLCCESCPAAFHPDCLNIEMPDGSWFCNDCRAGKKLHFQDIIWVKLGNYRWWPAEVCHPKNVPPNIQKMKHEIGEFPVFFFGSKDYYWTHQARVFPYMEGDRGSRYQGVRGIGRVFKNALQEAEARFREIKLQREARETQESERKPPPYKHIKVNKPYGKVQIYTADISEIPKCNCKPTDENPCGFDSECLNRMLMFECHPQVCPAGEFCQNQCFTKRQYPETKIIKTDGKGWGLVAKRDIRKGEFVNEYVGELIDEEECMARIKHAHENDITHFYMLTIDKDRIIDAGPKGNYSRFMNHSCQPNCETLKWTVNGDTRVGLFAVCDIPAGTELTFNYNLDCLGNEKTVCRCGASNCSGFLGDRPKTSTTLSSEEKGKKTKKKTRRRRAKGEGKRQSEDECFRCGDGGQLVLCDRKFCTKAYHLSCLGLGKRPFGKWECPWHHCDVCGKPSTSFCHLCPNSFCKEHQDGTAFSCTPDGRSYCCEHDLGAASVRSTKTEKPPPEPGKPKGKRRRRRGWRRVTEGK
C-LANA FP: KSHV C-LANA DNA binding inhibition | inhibition, % at 9 µM | hit rate 0.078% among 340,000 | MBP-C-LANA/FAM-LBS DNA binding, fluorescence polarization;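 active = highest replicate inhibition at or above 60% at 9 µM, even if other replicates fall short; inactive = all replicates below 60% inhibition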;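 note: 0% = neutral control wells and 100% = 4 µM acridine orange control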
Starred values were filed as active, the others as inactive; x = not tested or not shown; & = joins results of further samples. This is a subset, so the mix of outcomes need not match the whole.

Fields – CAL PDZ FP-1, Pemphigus Ab inh, RTF Ca sens inh, CAL PDZ FP-2, Keap1 Nrf2 FP, Arr AP2 block, DAGLB inhibitor, V-ATPase pH, NSD2 inh, C-LANA FP
1) COc1cccc(NC(=O)CN(C)C(C)C(=O)Nc2ccc(S(=O)(=O)N3CCOCC3)cc2)c1 (stereo not given)
  -2.4, 88, 6, -1, -8, -1, 2, -1, -2, 0.5
2) Cc1ccc(N2CCN(c3cc(C)nc4nc(C)nn34)CC2)c(C)c1
  -0.2, 105, -3, x, 0, 4, 0, 1, x, 0.6
3) CC1CCCC(NC(=O)C2N(CCCN3CCCC3)C(=O)C3C(C(=O)Nc4cccc(Cl)c4)C4C=CC32O4)C1C (stereo not given)
  -0.9, x, -3, 4, 4, 23, -3, -2, -2&1, 0.5
4) CCOC(=O)c1c(N)c2cc([N+](=O)[O-])cnc2n1C
  x, 108, x, x, x, -1, x, 1, -1, x
5) COc1ccccc1N1CCN(S(=O)(=O)CCNC(=O)c2ccc(OC(C)C)cc2)CC1
  -2.6, x, -3, 5, 4, -5, -2, -4, 1, -1.3
6) Cc1cccc(NC(=O)N2CCCC2C(=O)NCc2cccs2)c1 (stereo not given)
  -0.5, 99, -9, 0, 5, -2, -1, -2, 2, -0.1
7) CCOc1ccccc1OCCC(=O)Nc1ccc(F)c(Cl)c1
  -4.8, 92, -5, 1, -2, 0, -4, 0, 3, 5.9
8) COc1ccc(NC(C(=O)Nc2cccc(C(C)=O)c2)c2ccccc2)cc1 (stereo not given)
  -0.5, 98, 9, -5, 0, 30, 0, -5, 2, -1.0
9) C/C(=N\NC(=O)c1cccc(S(=O)(=O)N2CCOCC2)c1)c1ccc(C#N)cc1
  -3.5, 101, 2, -3, 3, 0, 2, 1, 0, 1.1
10) O=c1c(-c2ccccc2)nnc2sc(COc3ccc(Br)cc3)nn12
  -1.3, 94, -3, 5, -3, 9, -7, -2, -9, -0.6
11) COc1ccc(C(=O)NCCn2cc(SCC(=O)N3CCOCC3)c3ccccc32)cc1
  x, 101, -5, -3, -6, -2, 1, 0, -1, -0.8
12) Cc1ccc(CNC(=O)Nc2ccc(C)cc2)cc1
  -4.2, 80, 1, -4, 1, 1, -4, -4, 0, 2.1
13) CC(OC(=O)c1ccc2ccccc2n1)C(=O)Nc1ccc(N2CCOCC2)cc1 (stereo not given)
  0.5, 94, -1, x, -2, 14, -1, 0, 2, 0.0
14) Cc1ccc(NC(=O)C=NOCC(=O)Nc2cc(C)cc(C)c2)cc1
  -1.6, 104, -11, -7, -2, -16, -4, 0, 0, 0.3
15) CCN(C(=O)COC(=O)c1cc([N+](=O)[O-])ccc1N1CCOCC1)c1ccccc1
  -1.2, 101, 0, -3, -5, -2, 2, 3, 7, 2.3
16) COc1ccc2c(c1)CCCC21NC(=O)N(CC(=O)c2cc(F)ccc2F)C1=O (stereo not given)
  0.8, 101, -4, -2, -3, 2, 1, 4, 25, 0.6
17) O=C(OCCN1CCN(c2ncc(C(F)(F)F)cc2Cl)CC1)c1ccc(Cl)cc1
  -0.8, 97, -5, -1, -2, -6, -29, 1, 4, 0.5
18) Cc1ccc(C(=O)NNC(=O)c2ccc(Br)s2)cc1S(=O)(=O)N1CCOCC1
  -2.4, 101, -16, -2, -3, -4, 10, -2, 1, 2.0
19) C/C(Cl)=C/Cn1c(SC(C)C)nc2c1c(=O)[nH]c(=O)n2C
  -4.7, 111, -7, 3, -1, 0, -1, 2, 0, 0.8
20) O=c1ccc(-c2ccccc2)n[nH]1
  -3.1, 96, -1, 0, 3, -4, 1, -3, x, 0.0
21) Cc1cc(Cl)ccc1OCCCC(=O)NNC(=O)c1ccccc1O
  -1.8, 92, -3, -5, -2, 2, 7, -2, -3, -1.3
22) Cc1ccc(NS(=O)(=O)c2ccc(CCC(=O)N3CCOCC3)cc2)cc1
  x, x, 2, -8, 0, 20, -2, -2, 6, 2.6
23) Cc1ccc(N(CC(=O)NC2CCCCC2)C(=O)CNC(=O)c2ccco2)cc1C
  -1.9, 95, -19, 2, -3, -6, 1, 1, -4, -0.4
24) O=C(c1cccc(S(=O)(=O)N2CCCC2)c1)N1CCCc2ccccc21
  -0.5, 100, -5, x, -2, 1, 1, 3, -3, 0.1
25) Cc1nc2c(Cl)cccc2c2c1CC(CBr)O2 (stereo not given)
  -1.7, 97, -7, x, -5, -1, -2, 2, -9, 1.5
26) Cc1[nH]n(-c2ccccc2)c(=O)c1/C=N/n1c(C)nc2ccccc2c1=O
  -2.0, 101, 10, 4, 0, 20, 0, -5, -2, -0.1
27) O=C(NCc1ccco1)c1sc2cc(F)ccc2c1Cl
  -1.1, 100, 2, 2, -4, 5, -6, 6, 4, 0.3
28) CCC(CC)C(=O)Nc1cc(C(=O)OC)cc(C(=O)OC)c1
  -1.5, 103, 2, -1, 2, -8, -3, 1, -1, -1.2
29) O=C(COc1ccc2c3c(c(=O)oc2c1)CCC3)NCC1CCC(C(=O)O)CC1 (stereo not given)
  -3.1, x, -16, -1, 1, 6, 0, 0, 4, -0.5
30) O=C(Nc1ccc([N+](=O)[O-])cc1)N1CCCCCC1
  -2.3, 107, -6, -1, -1, -8, 2, -2, 0, -0.2
31) CC1(OC(=O)C2CCCC2)C(=O)C=C2C=C(c3ccsc3)N(C(CO)CO)C=C2C1=O (stereo not given)
  -0.2, 96, -4, -5, -6, 12, -1, -15, x, 9.5
32) O=C(NC1CCCCCC1)c1cc(=O)[nH]c2ccc(S(=O)(=O)N3CCOCC3)cc12
  -0.2, 106, 0, -2, 2, 5, -1, 5, 3, 0.6
33) Cc1nnnn1/C(=C\c1ccccc1)C(=O)OCC(=O)N(C)C1CCS(=O)(=O)C1 (stereo not given)
  -1.7, 93, -11, -2, -4, 6, 2, -4, 4, 1.6
34) COCCCNC(=O)CSC1=Nc2ccccc2C2=NC(CC(=O)NCc3ccccc3)C(=O)N12 (stereo not given)
  0.7, x, 1, -4, -2, 9, -4, 1, -1, -0.5
35) COc1ccc(CNC(=O)c2c(-c3c(F)cccc3Cl)noc2C)cc1
  -0.4, 92, -5, x, -2, -18, -4, 4, 7, 0.4
36) Nc1ccnn1-c1ccccc1
  -0.9, 123, -1, -4, -5, -4, 0, 4, -3, 5.7
37) CN(CCc1ccccc1)C(=O)c1cccc(NC(=O)Cc2cccc(NC(=O)C3CCN(C(=O)C4CC4)CC3)c2)c1
  -0.4, 104, -1, 0, 1, -16, -5, 1, x, 4.3
38) CC1(C)Cc2[nH]c(=O)c(C#N)cc2CS1
  -1.3, 108, 2, -1, -3, 4, -2, -6, -4, -0.8
39) O=C(O)c1ccc(S(=O)(=O)N(Cc2ccccc2)Cc2ccccc2)cc1
  -0.1, 93, -3, -2, -1, 21, 2, 0, 0, 0.1
40) COc1ccc(NC(=O)c2ccccc2SC)c(OC)c1
  -0.1, 100, -3, x, -1, -16, -2, 0, 5, 1.9

In the list so far, these contain an aryl thioether with sulfur outside any ring:
Fields – CAL PDZ FP-1, Pemphigus Ab inh, RTF Ca sens inh, CAL PDZ FP-2, Keap1 Nrf2 FP, Arr AP2 block, DAGLB inhibitor, V-ATPase pH, NSD2 inh, C-LANA FP
11) COc1ccc(C(=O)NCCn2cc(SCC(=O)N3CCOCC3)c3ccccc32)cc1
  x, 101, -5, -3, -6, -2, 1, 0, -1, -0.8
19) C/C(Cl)=C/Cn1c(SC(C)C)nc2c1c(=O)[nH]c(=O)n2C
  -4.7, 111, -7, 3, -1, 0, -1, 2, 0, 0.8
40) COc1ccc(NC(=O)c2ccccc2SC)c(OC)c1
  -0.1, 100, -3, x, -1, -16, -2, 0, 5, 1.9

Returning to the listing with the four entries that preceded the break.
Fields – CAL PDZ FP-1, Pemphigus Ab inh, RTF Ca sens inh, CAL PDZ FP-2, Keap1 Nrf2 FP, Arr AP2 block, DAGLB inhibitor, V-ATPase pH, NSD2 inh, C-LANA FP
37) CN(CCc1ccccc1)C(=O)c1cccc(NC(=O)Cc2cccc(NC(=O)C3CCN(C(=O)C4CC4)CC3)c2)c1
  -0.4, 104, -1, 0, 1, -16, -5, 1, x, 4.3
38) CC1(C)Cc2[nH]c(=O)c(C#N)cc2CS1
  -1.3, 108, 2, -1, -3, 4, -2, -6, -4, -0.8
39) O=C(O)c1ccc(S(=O)(=O)N(Cc2ccccc2)Cc2ccccc2)cc1
  -0.1, 93, -3, -2, -1, 21, 2, 0, 0, 0.1
40) COc1ccc(NC(=O)c2ccccc2SC)c(OC)c1
  -0.1, 100, -3, x, -1, -16, -2, 0, 5, 1.9
41) COc1ccc(NC(=O)c2cccc(N3C(=O)C4C5C=CC(C5)C4C3=O)c2)cc1Cl (stereo not given)
  -2.5, 96, 3, -1, -3, -3, 1, 6, 14, 0.2
42) CC(C)c1csc(CN2CCN(Cc3ccccc3)C(CCO)C2)n1 (stereo not given)
  -0.8, 105, -8, 0, 5, -19, 0, -2, 2, -0.3
43) C=CCn1c(SCC(=O)NC2CCS(=O)(=O)C2)nnc1-c1ccncc1 (stereo not given)
  0.0, 98, 0, -6, 1, -8, 1, -1, 1, 1.0
44) COc1cccc(N2CC(C(=O)Nc3nnc(SCC(=O)N4CCCC4)s3)CC2=O)c1 (stereo not given)
  -2.8, 98, -5, -1, 0, -9, 0, 0, 2, 1.4
45) CCOc1ccc(NS(=O)(=O)c2ccc3[nH]c(=O)oc3c2)cc1
  0.5, 105, -2, x, 3, 5, 2, 1, x, -0.3
46) OCCCNC(=S)Nc1ccc2nccnc2c1
  -0.9, 96, -13, x, -2, -10, -1, 1, 33, 0.2
47) CCNS(=O)(=O)c1ccc(NC(=O)Nc2cccc(OC)c2)cc1
  -3.4, 101, -6, -9, 0, 14, -4, -1, x, -0.1
48) O=C(NNS(=O)(=O)c1ccccc1[N+](=O)[O-])c1ccccc1[N+](=O)[O-]
  -2.0, 129, 5, 9, -4, 2, -2, 3, -1, -0.9
49) C=COCCNC(=S)N1CCOCCOCCN(C(=S)NCCOC=C)CCOCCOCC1
  -0.1, 112, -12, x, -3, 7, 1, 0, -2, 0.6
50) Cc1cc(C(=O)COC(=O)c2ccc(Br)o2)c(C)n1C
  -1.2, x, -1, -1, 1, -1, -1, 0, 4, -2.3
51) COc1ccc(C(=O)NC2(C(F)(F)F)C(=O)Nc3c2c(=O)[nH]c(=O)n3CCc2ccc(OC)c(OC)c2)cc1 (stereo not given)
  22, x, -5, -2, 3, -3, -1, 4, x, 1.1
52) CC(NC(=O)COC(=O)/C=C/c1ccc([N+](=O)[O-])cc1)c1ccccc1 (stereo not given)
  -2.2, 98, -21, -5, 1, 4, 2, 1, 0, 1.6
